Screens from PubChem.
Pol kappa inh: blocks human DNA polymerase kappa activity; Q9UBT6; purified Pol kappa, fluorescent DNA synthesis assay, 10 min; Potency, µM (doses to about 107 µM), without a hit: top-dose activity, negative = inhibition, usual class: inhibitors; 400,000 tested, 0.53% active; AID 588579; note: potency is the fitted concentration of half-maximal effect; % is set by controls: 0 for no effect and ±100 for the full control effect
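Pol kappa 10 nM + cpd, 15 min RT; start w/ substrate 50 nM final; fluorescence kinetic read, 0 and 10 min. Neg ctrl: buffer, no enzyme.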
RXFP1 antag: blocks the human relaxin receptor RXFP1 | Q9HBX9 | HEK293-RXFP1, relaxin-stimulated cAMP HTRF, 30 min; active compounds read low | 350,000 tested, 0.59% active | AID 1259400 | activity change, negative = inhibition, % at 57.5 µM;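 active = activity change of -60% or lower, but not beyond a set lower limit; inconclusive = change between -60% and -40%, or beyond the set limit; inactive = change above -40%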; note: % is set by controls: 0 for no effect and ±100 for the full control effect
Pol beta inh: blocks human DNA polymerase beta activity. P06746. Pol beta primer extension/strand displacement, fluorescence kinetic. Potency, µM (top dose mostly 114 µM), inactives show top-dose activity change, negative = inhibition, actives largely listed as inhibitors. 340,000 tested, 1.3% active. AID 485314; note: potency is the fitted concentration of half-maximal effect; % is set by controls: 0 for no effect and ±100 for the full control effect
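Enzyme-only controls used 10 nM Pol beta; buffer lacking enzyme served as negative control. Compound preincubated 15 min, then 50 nM substrate added; 0 and 10 min reads at room temperature.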
APE1 inh: blocks human APE1 abasic DNA cleavage. AID 2517. recombinant APE1, TAMRA/BHQ-2 abasic DNA cleavage fluorescence. 350,000 tested, 0.35% active. Potency, µM (top dose mostly 65.8 µM), without a hit: top-dose activity change, negative = inhibition, most hits filed as inhibitors;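 note: potency is the fitted concentration of half-maximal effect; plate controls were vehicle for no effect and reference inhibitor for full effect; nearly all actives have a fitted effect of over 55% in size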
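APE1 at 0.75 nM preincubated 15 min at room temperature with compound. Reaction then started with 50 nM double-stranded THF-abasic substrate labelled with TAMRA/BHQ-2, and 525/598 nm fluorescence read kinetically. Activity taken as third-minus-first read difference, normalized to DMSO and NSC13755 controls.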
Apoferritin bind: binds horse apoferritin like a general anesthetic; P02791; apoferritin/1-aminoanthracene competitive binding, fluorescence; Potency, µM (series often up to 77.5 µM), without a hit: at the highest dose activity change, negative = displacement, usual class: inhibitors; 350,000 tested, 0.074% active; note: potency is the fitted concentration of half-maximal effect; % is set by controls: 0 for no effect and ±100 for the full control effect; nearly all actives have a fitted effect of over 20% in size
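Apoferritin-based anesthetic binding model; compound displacement of fluorescent 1-AMA measured as endpoint fluorescence after 10 minutes at room temperature, scaled to free-ligand and complex controls.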
Pol eta inh: blocks human DNA polymerase eta activity; 390,000 tested, 1.2% active; Q9Y253; recombinant Pol eta, fluorescent DNA replication assay; Potency, µM (series often up to 114 µM), inactives show top-dose activity change, negative = inhibition, usual class: inhibitors; note: potency is the fitted concentration of half-maximal effect; % is set by controls: 0 for no effect and ±100 for the full control effect
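Pol eta (10 nM) was preincubated with compounds for 15 min at room temperature, after which fluorescent replication substrate (50 nM final) was added to start the reaction. Fluorescence was read kinetically at 0 and 10 min.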
BLM inh: inhibitors of human Bloom syndrome helicase BLM; P54132; 350,000 tested, 0.2% active; AID 2528; recombinant BLM DNA unwinding, fluorescence dequenching; Potency, µM (doses to about 56.1 µM), for the others: top-dose activity change, negative = inhibition, actives largely listed as inhibitors;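 note: potency is the fitted concentration of half-maximal effect; plate controls were vehicle for no effect and no enzyme for full effect; nearly all actives have a fitted effect of over 35% in size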
Target sequence (P54132 whole entry, looked up): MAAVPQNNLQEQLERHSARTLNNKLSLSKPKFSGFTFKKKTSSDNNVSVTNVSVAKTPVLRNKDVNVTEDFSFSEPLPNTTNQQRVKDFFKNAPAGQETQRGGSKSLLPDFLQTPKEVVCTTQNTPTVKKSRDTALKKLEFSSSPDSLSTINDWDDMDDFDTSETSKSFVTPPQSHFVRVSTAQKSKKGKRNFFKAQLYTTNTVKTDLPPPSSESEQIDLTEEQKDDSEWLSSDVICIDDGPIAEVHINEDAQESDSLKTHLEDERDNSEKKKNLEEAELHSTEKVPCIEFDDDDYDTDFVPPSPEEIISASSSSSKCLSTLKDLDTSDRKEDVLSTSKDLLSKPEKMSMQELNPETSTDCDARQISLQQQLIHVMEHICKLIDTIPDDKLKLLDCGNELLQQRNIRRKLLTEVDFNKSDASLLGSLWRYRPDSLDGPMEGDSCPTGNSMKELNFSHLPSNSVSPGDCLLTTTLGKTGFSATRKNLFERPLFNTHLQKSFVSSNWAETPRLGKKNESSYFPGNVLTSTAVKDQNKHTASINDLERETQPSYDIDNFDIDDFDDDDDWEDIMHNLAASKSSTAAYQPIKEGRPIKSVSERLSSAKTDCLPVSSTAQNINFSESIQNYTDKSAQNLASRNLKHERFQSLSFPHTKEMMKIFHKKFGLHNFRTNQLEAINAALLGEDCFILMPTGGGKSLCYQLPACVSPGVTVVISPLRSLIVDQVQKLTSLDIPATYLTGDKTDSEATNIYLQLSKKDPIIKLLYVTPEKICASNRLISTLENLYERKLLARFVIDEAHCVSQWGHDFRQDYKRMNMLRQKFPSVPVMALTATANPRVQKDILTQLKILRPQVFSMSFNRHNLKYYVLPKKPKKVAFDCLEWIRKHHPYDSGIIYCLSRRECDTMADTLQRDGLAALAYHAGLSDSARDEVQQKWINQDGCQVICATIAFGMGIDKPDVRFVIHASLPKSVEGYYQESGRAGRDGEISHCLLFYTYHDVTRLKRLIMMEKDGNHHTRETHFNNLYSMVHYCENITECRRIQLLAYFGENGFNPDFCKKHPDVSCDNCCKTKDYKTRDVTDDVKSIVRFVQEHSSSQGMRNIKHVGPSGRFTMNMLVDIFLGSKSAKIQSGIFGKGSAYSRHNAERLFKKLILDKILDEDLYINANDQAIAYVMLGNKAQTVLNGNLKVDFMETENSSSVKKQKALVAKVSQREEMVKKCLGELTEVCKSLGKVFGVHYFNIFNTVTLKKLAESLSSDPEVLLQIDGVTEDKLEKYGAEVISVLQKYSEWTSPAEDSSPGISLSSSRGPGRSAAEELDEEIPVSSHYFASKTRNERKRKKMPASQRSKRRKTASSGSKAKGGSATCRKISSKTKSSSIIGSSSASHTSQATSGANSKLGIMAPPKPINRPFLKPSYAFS
PGK inhibitor: blocks T. brucei phosphoglycerate kinase; PGK/GAPDH coupled, Kinase-Glo luminescence, 60 min; 380,000 tested, 0.043% active; Potency, µM (highest dose often 57.5 µM), inactives show at the highest dose activity change, negative = inhibition, usual class: inhibitors; AID 602233; note: potency is the fitted concentration of half-maximal effect; % is set by controls: 0 for no effect and ±100 for the full control effect; nearly all actives have a fitted effect of over 60% in size
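Luminescent ATP detection (Kinase-Glo Plus) follows a 60-minute room-temperature incubation, with wells lacking PGK as controls. Buffer: 100 mM TEA (pH 7.6), 5 mM MgCl2, 0.01% Tween-20. Coupling enzyme GAPDH (100 nM final) supplies unstable 1,3-BPG in-well.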
Pol iota inh: inhibitors of human DNA polymerase iota. Q9UNA4. Pol iota fluorescent replication assay, 10 min. Potency, µM (highest dose often 115 µM), inactives show top-dose activity, negative = inhibition, most hits filed as inhibitors. 390,000 tested, 1% active; note: potency is the fitted concentration of half-maximal effect
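Pol iota at 10 nM preincubated 15 min with compounds at room temperature; reaction started with fluorescent substrate, 50 nM final. Fluorescence read kinetically at 0 and 10 min; buffer-only wells as negative control.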
The depositor's hits bear a star; i = inactive; ? = inconclusive; . = not tested or not shown; & = joins results of further samples; [ ] = another dose, or the depositor's remark. Unless noted, calls come from the whole dose curve; as a rule, active = well fitted curve in the direction sought with a large enough effect; inconclusive = small, poorly fitted or top-dose-only effect, or another doubt; inactive = no such curve, though single readings can be large; an effect the other way counts as inactive or inconclusive. This is a subset; count on the stated rates, not on these rows.

SMILES	Pol kappa inh	RXFP1 antag	Pol beta inh	APE1 inh	Apoferritin bind	Pol eta inh	BLM inh	PGK inhibitor	Pol iota inh
COc1cccc2sc(N(CCCN(C)C)C(=O)c3ccc(S(=O)(=O)N4CCCc5ccccc54)cc3)nc12	14%	-88*	-21%	4%	-19%	-20%	-13%	-9%	-20%
O=C(NCC1CCCN(Cc2nccs2)C1)c1cccc2ccccc12 (stereo not drawn)	0%	-20	82%	-5%	-11%	-21%	-1%	-5%	-12%
COc1ccc(OC)c(S(=O)(=O)NCCCc2ccccc2)c1	-13%	17	2%	-1%	-4%	-16%	3%	-4%	46%[activator]
Cc1cccn2c(=O)c(/C=C(\C#N)C(=O)NCc3ccco3)c(N3CCCCC3)nc12	-5%	-4	3%	-1%	-12%	-19%	-3%	-1%	33%[activator]
COc1ccccc1-c1nc(-c2ccc(C(=O)O)cc2)no1	-7%	.	.	.	.	2%	.	-2%	?
O=C(COC(=O)c1cccc(C(=O)OCC(=O)NC2CCCCC2)n1)NC1CCCCC1	2%	-11	20%	0%	-15%	-13%	-3%	i	-5%
CC(OC(=O)CCN=C1NS(=O)(=O)c2ccccc21)C(=O)NCc1ccccc1 (stereo not drawn)	2%	-9	.	17%	.	-23%	.	-1%	20%
CC[C@H](C)C(N)c1cn(C(CCCN=C(N)N)C(=O)N2CCNCC2)nn1 (stereo partly drawn)	2%	.	.	3%	.	-17%	.	i	11%
COc1ccc(-c2csc(Nc3ccc(C)cn3)n2)cc1	-6%	-28	1%	5%	0%	-28%	2%	-6%	78%[activator]
COc1cccc(NC(=O)[C@@H]2CCCN2C(=O)[C@@H]2Cc3ccccc3CN2C(=O)OC(C)(C)C)c1	-3%	-29	1%	-5%	-24%	-7%	-6%	8%	18%
Cc1cc(=O)c2cc(C(=O)Nc3ccc(F)cc3)ccc2[nH]1	12%	-3	-1%	.	-10%	-7%	0%	-13%	112%[activator]
Cc1cccc(CC(=O)NCC(=O)NCc2cc(=O)n(C)c(=O)n2C)c1	9%	13	26%	9%	3%	-19%	-1%	i	21%
CCCc1nc2ccccc2c(C(=O)OCC(=O)Nc2cccc(S(=O)(=O)N3CCOCC3)c2)c1CC	-24%	-2	0%	3%	-18%	-4%	-17%	-6%	5%
Cc1cccc(-c2nnc(SCC(=O)N3CCCC3)o2)c1	-5%	-5	93%	25%	-13%	4%	-5%	-15%	32%[activator]
C=CCc1c(O)c(CC)cc2c(C)cc(=O)oc12	-3%	12	14%	?	491%[activator]	-4%	-2%	-8%	45%[activator]
CC(=O)c1ccc2c(c1)OCCOCCOCCOCCOCCO2	13%	-10	27%	24%	2%	-9%	0%	i	18%
CC(C)C[C@H](NC(=O)N1CCCCCC1)C(=O)N[C@H](Cc1cn(C)c2ccccc12)C(=O)N[C@H](Cc1ccccn1)C(=O)O	-9%[60.1 µM]	.	.	9%&-5%	-4%	.	-1%&4%	.	.
Cc1sc2ncn3cnnc3c2c1C	-3%	9	14%	-5%	-21%	-9%	2%	-4%	6%
COC(=O)C1=C(N)Oc2cc(C)n(Cc3cccnc3)c(=O)c2C1c1ccc(OC)c(OC)c1 (stereo not drawn)	0%	-6	25%	-1%	-5%	-13%	-1%	1%	-1%
N#Cc1ccc(-c2csc(-c3ccno3)n2)cc1	-6%	0	3%	0%	-3%	-3%	-3%	8%	-11%[58.9 µM]
O=C(CCc1ccccc1)N/N=C/c1cc(Br)ccc1O	-12%	-14	-22%	-2%	-10%	0%	-2%	-4%	7%
C/C(=N\NC(=O)CC1N=C(Cc2ccccc2)NNC1=O)c1ccc(Br)cc1 (stereo not drawn)	-1%	-1	1%	-3%	-3%	-17%	-2%	-8%	22%
CS(=O)(=O)N(CCc1ccccc1)CC(=O)NCc1ccccc1	-2%	-5	10%	-15%	1%	-13%	0%	-14%	-10%
O=c1c2sc3ccccc3c2n(Cc2cccc(Cl)c2)c(=O)n1Cc1ccc(F)cc1	-6%	-19	-21%	.	-7%	?	-8%	-5%	12%
CC(=O)c1cccc(NC=C2C(=O)OC3(CCCCC3)OC2=O)c1	-11%	-6	1%	0%	-17%	-10%	1%	-2%	-2%

Brought forward from above: two compounds; new compounds follow.
SMILES	Pol kappa inh	RXFP1 antag	Pol beta inh	APE1 inh	Apoferritin bind	Pol eta inh	BLM inh	PGK inhibitor	Pol iota inh
O=c1c2sc3ccccc3c2n(Cc2cccc(Cl)c2)c(=O)n1Cc1ccc(F)cc1	-6%	-19	-21%	.	-7%	?	-8%	-5%	12%
CC(=O)c1cccc(NC=C2C(=O)OC3(CCCCC3)OC2=O)c1	-11%	-6	1%	0%	-17%	-10%	1%	-2%	-2%
CC(=O)N1CCN2C(=O)C1CCCC(=O)c1cc(C)ccc12 (stereo not drawn)	-7%	-8	5%	17%	-4%	-22%	2%	i	21%
Cc1cccc(C(=O)NC(CC(=O)O)c2ccc(OC3CCCC3)cc2)c1[N+](=O)[O-] (stereo not drawn)	-11%	1	3%	1%	-12%	3%	-4%	6%	95%[activator]
COc1ccccc1C(=O)Nc1ccnn1C1CCN(Cc2cc(C)c(C)cc2C)CC1	-15%	?	-9%	-8%	-12%	-12%	-1%	-1%	7%
Clc1ccc(-c2nnc3sc(-c4ccccn4)nn23)cc1	.	.	44%	-3%	-10%	.	1%	.	.
Cc1ccc(C(=O)N/C(=C\c2cccs2)C(=O)NC2CCCCC2)cc1	-6%	-5	1%	16%	-21%	-13%	-4%	11%	9%
CCCN1CCN(CCCNC(=O)C(CC)n2nc(C)c3sc4ccccc4c3c2=O)CC1 (stereo not drawn)	-17%	5	4%	44%	-13%	-17%	-3%	0%	48%[activator]
CCc1sc(C(=O)Nc2ccccc2N2CCOCC2)cc1C	-5%	-13	-3%	3%	?	-13%	-5%	-9%	27%
COc1ccc(NC(=O)c2ccc(NC(=O)CN3CCN(c4ccccc4)CC3)cc2)cc1	4%	0	.	-2%	.	-11%	.	i	26%
OCCN1CCN(c2nc(NCc3ccco3)c3ccccc3n2)CC1	-2%	-15	?	17%	3%	3%	-9%	-2%	8%
Cc1ccc(-n2nc3c(=O)n(CC(=O)NCc4ccccn4)nc(C)c3c2C)cc1	-10%	7	-22%	20%	-9%	-14%	1%	-7%	-10%
C[C@H](CO)N1C[C@H](C)[C@@H](CN(C)Cc2ccccc2)Oc2c(NC(=O)C3CC3)cccc2C1=O	-12%	.	.	15%	.	-17%	.	6%	1%
COc1ccc(/C=N/Nc2nc(-c3cccc(S(=O)(=O)N4CCCC4)c3)cs2)c(OC)c1	-4%	-15	3%	-3%	14%	-14%	-7%	2%	3%
O=C(c1cn(CC(=O)N2CCCCC2)c2ccccc12)C1CC1	2%	-10	10%	-1%	-5%	-12%	-1%	0%	21%
C[C@]12CCC3c4ccc(O)cc4CCC3[C@@H]1CCC2=O (stereo partly drawn)	-4%[12 µM]	.	.	-4%[21 µM]	-7%[29.3 µM]	.	-1%[21.4 µM]	.	.
Cc1ccc(N(C(C)C(=O)N2CCCCC2)S(C)(=O)=O)cc1C (stereo not drawn)	-14%	-2	-17%	-3%	-15%	-4%	-6%	-7%	-4%
O=C(COC(=O)c1ncc(Cl)c(Cl)c1Cl)Nc1ccccc1OC(F)F	-6%	14	11%	?	?	-4%	-1%	2%	14%
O=C(c1nn2c(C(F)(F)F)cc(-c3cccs3)nc2c1Br)N1CCCc2ccccc21	-19%	-23	14%	?	6%	-17%	-3%	1%	14%
CS(=O)(=O)Nc1ccc(S(=O)(=O)N2CCCC2)cc1	-8%	-17	9%	2%	-1%	-4%	0%	-8%	73%[activator]
CSCCC(NS(=O)(=O)c1cccc(C(F)(F)F)c1)C(=O)N(C)Cc1ccc2c(c1)OCCO2 (stereo not drawn)	-2%	-2	17%	5%	-3%	-9%	-7%	-5%	68%[activator]
COc1ccc(-n2c(=O)c3c(c4cc(OC)ccc4n3C)n(Cc3cccc(OC)c3)c2=O)cc1	-10%	.	-14%	.	58%[activator]	-5%	-1%	i	12%
CN(CC(=O)Nc1ccccc1Br)C(=O)c1ccccc1OCc1ccc(Cl)cc1	-8%	4	.	.	.	-13%	.	-8%	16%
Cc1c(Cl)cccc1NC(=O)Nn1cnnc1	-10%	-5	28%	-4%	-5%	-6%	-3%	0%	-12%
CCn1c(C)c(C(C)=O)c(N2CCN(c3ccccn3)CC2)nc1=S	-8%	1	28%	-3%	-11%	-5%	-10%	0%	-8%[58.9 µM]
COc1cc(CC(=O)OCC(=O)c2ccc3c(c2)OCCO3)cc(OC)c1OC	3%	-8	0%	-2%	?	3%	-2%	6%	?
COc1cc(OC)cc(C(=O)NNC(=O)c2ccc(S(=O)(=O)N3CC(C)OC(C)C3)cc2)c1 (stereo not drawn)	1%[60.1 µM]	-2	-7%	-12%	-4%	-22%	1%	-8%	3%

Structures listed above shown as hits in RXFP1 antag:
SMILES	Pol kappa inh	RXFP1 antag	Pol beta inh	Apoferritin bind	Pol eta inh	BLM inh	PGK inhibitor	Pol iota inh
COc1cccc2sc(N(CCCN(C)C)C(=O)c3ccc(S(=O)(=O)N4CCCc5ccccc54)cc3)nc12	14%	-88*	-21%	-19%	-20%	-13%	-9%	-20%

(next part)
SMILES	Pol kappa inh	RXFP1 antag	Pol beta inh	APE1 inh	Apoferritin bind	Pol eta inh	BLM inh	PGK inhibitor	Pol iota inh
CCc1cc(/C(Cc2ccc3ccccc3n2)=N\O)c(O)cc1O	-11%	4	5%	-9%	-18%	-20%	-8%	0%	-6%
S=C(c1c[nH]c2ccccc12)N1CCCC1	-1%	-16	25%	3%	-6%	1%	2%	7%	119%[activator]
O=C(Nc1ncc(Cc2cccc(Cl)c2)s1)c1ccc([N+](=O)[O-])cc1	-4%	2	-1%	0%	5%	-21%	1%	1%	17%
COC(=O)C1CSC(C(=O)OC)N1C(=O)CN1CCN(c2ccccc2)CC1 (stereo not drawn)	9%	1	9%	0%	0%	-14%	-1%	-2%	58%[activator]
O=C(c1cc(-c2ccc(Cl)cc2)n[nH]1)N1CCN(C(=O)c2ccco2)CC1	10%	-4	-16%	47%[activator]	4%	-10%	-2%	-4%	8%
Cc1cccc(C(=O)NCCC(=O)NCc2ccccc2F)c1	-1%	0	.	-8%	.	-17%	.	8%	12%
